Assay outcomes from PubChem.
CIT2 TOR yeast = alters CIT2-GFP fluorescence in TOR pathway yeast screen; S. cerevisiae CIT2-GFP strain, flow cytometry, 3 h; 100 means same as DMSO wells; hit rate 0.065% among 320,000; GFP response vs DMSO, % at 10 µM;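 active means GFP response relative to DMSO above a set limit, near the screen mean plus 3 SD, cut at about 150% in these data; inconclusive means Fewer than 70 cells measured for a yeast strain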;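 further: ratio of well median GFP fluorescence to mean of DMSO wells on the plate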
MEP2-GFP yeast = modulators of TOR pathway MEP2-GFP in S. cerevisiae; S. cerevisiae MEP2-GFP strain, flow cytometry GFP, 3 h; 100% = DMSO control level; GFP response vs DMSO, % at 10 µM; hit rate 0.51% among 330,000;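 active means GFP response versus DMSO above a set limit, roughly screen mean plus 3 SD, cut at about 180% in these data; inconclusive means fewer than 70 cells counted for a yeast strain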;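 further: median GFP fluorescence of the barcode-gated MEP2-GFP cells per well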
RPL19A-GFP yeast = yeast TOR pathway RPL19A-GFP modulation; hit rate 0.3% among 330,000; S. cerevisiae RPL19A-GFP strain, flow cytometry, 3 h; active compounds read low; percent response vs DMSO, % at 10 µM;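 active means percent response vs DMSO below 50%; inconclusive means fewer than 70 events counted for the yeast strain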;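 further: median channel GFP fluorescence of the barcoded RPL19A-GFP strain; ratio of sample median GFP to plate DMSO average so 100% = DMSO; lower means less RPL19A-GFP as with rapamycin TOR inhibition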
CR mimetic SO = caloric restriction mimetics inhibiting age-related superoxide in yeast; superoxide response (% of plate mean), % at 10 µM; S. cerevisiae aged cells, superoxide DHE fluorescence; active compounds read low; hit rate 0.18% among 330,000; AID 2690;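 active means superoxide response under a set limit, about three screen SD below normal, cut at about 65% in these data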;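 further: yeast aged for seven days with compound at 30 °C before DHE staining; 100% = average MFI of all compound-treated wells on the plate with controls excluded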
LAP4 TOR yeast = alters LAP4-GFP fluorescence in TOR pathway yeast screen; S. cerevisiae LAP4-GFP multiplex, flow cytometry GFP, 3 h; median GFP as percent of DMSO wells; GFP response vs DMSO, % at 10 µM; hit rate 0.34% among 320,000;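 active means GFP response vs DMSO above a set limit, about the screen mean plus 3 SD, cut at about 150% in these data; inconclusive means under 70 cell events counted for the yeast strain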
Efflux pump inh = antifungal efflux pump inhibition, Nile Red retention | S. cerevisiae Candida pump triplex | inhibition, % at 10 µM | hit rate 0.44% among 330,000;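 active means plate passing quality check with inhibition over a set limit, or well fluorescence over plate mean plus 4 SD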;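 further: Nile Red retained in pooled yeast measured as flow cytometry median fluorescence; 0% = buffer negative control and 100% = Enniatin B positive control; higher means more Nile Red kept so more efflux inhibition; some compounds called inactive have numbers as strong as hits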
AGP1 TOR yeast = modulators of TOR pathway AGP1-GFP in S. cerevisiae; hit rate 0.02% among 320,000; S. cerevisiae AGP1-GFP multiplex flow cytometry, 3 h; GFP as percent of DMSO wells; GFP response vs DMSO, % at 10 µM; AID 2066;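 active means GFP response relative to DMSO above a set limit, near screen average plus 3 SD, cut at about 150% in these data; inconclusive means fewer than 70 cells counted for the yeast strain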;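 further: median GFP channel fluorescence of the gated AGP1 strain per well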
AHR activator = human AHR activation; P35869; AHR-responsive luciferase reporter cells, luminescence; activation, % at 5 µM; hit rate 2.5% among 320,000; AID 2796; in the data active means activation above about 47%;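 further: 0% = vehicle wells and 100% = reference agonist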
Target sequence (P35869 whole entry, looked up): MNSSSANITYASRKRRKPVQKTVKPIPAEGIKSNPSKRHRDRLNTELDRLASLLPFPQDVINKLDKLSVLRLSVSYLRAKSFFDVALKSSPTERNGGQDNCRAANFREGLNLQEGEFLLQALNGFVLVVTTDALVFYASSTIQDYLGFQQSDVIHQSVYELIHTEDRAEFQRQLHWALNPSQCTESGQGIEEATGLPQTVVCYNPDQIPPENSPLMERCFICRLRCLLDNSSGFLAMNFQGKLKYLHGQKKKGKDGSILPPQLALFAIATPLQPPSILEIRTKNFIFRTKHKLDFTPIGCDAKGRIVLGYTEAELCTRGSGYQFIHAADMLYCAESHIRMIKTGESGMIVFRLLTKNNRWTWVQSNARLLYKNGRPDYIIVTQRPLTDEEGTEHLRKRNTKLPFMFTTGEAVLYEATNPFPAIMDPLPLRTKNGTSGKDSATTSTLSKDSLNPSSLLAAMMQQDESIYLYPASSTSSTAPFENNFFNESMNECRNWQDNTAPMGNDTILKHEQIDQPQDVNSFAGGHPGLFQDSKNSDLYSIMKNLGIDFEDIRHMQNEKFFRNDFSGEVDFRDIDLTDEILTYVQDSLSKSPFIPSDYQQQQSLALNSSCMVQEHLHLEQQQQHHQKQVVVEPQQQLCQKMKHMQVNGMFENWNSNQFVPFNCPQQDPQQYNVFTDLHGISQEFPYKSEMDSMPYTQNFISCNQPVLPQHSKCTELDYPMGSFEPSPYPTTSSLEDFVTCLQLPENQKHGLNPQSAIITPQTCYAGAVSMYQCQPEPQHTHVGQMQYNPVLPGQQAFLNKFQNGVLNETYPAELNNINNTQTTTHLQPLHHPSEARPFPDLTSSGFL
Starred values were filed as active, the others as inactive; ? = inconclusive; [ ] = dose if it differs, or a comment.

item	smiles	CIT2 TOR yeast	MEP2-GFP yeast	RPL19A-GFP yeast	CR mimetic SO
1	O=C1c2ccccc2C(O)N1Cc1cccs1 (stereo not drawn)	104.0	104.4	103.4	87.2
2	CN1CCN(NS(=O)(=O)c2ccc(Cl)s2)CC1	91.5	104.3	105.4	100.6
3	COc1ccc(O)c(CN2CCC(n3nccc3NC(=O)CCOc3ccccc3)CC2)c1	98.9	100.5	97.9	90.0
4	COc1ccc(C2NC(=O)NC(C)=C2[N+](=O)[O-])cc1 (stereo not drawn)	98.8	104.3	101.5	104.5
5	COC(=O)c1ccccc1NC(=O)Nc1ccc2c(c1)OCO2	101.2	103.1	101.3	88.3
6	COc1ccc(/C(C)=N\NS(C)(=O)=O)c(OC)c1	98.5	97.3	94.3	89.5
7	COc1ccc2nc(C)cc(Nc3cccc(C(=O)O)c3)c2c1	110.0	110.5	103.5	94.6
8	O=C(CN(Cc1ccco1)C(=O)CNS(=O)(=O)c1ccc(Cl)cc1)NCc1ccco1	103.7	102.9	103.8	91.0
9	Cc1cc(NC(=O)COC(=O)C2CC(=O)N(c3ccc(Br)cc3)C2)no1 (stereo not drawn)	93.8	134.8	84.8	107.0
10	O=C(O)c1ccccc1-c1csc(-c2ccccc2)n1	69.1	94.8	99.9	126.7
11	NC(=O)CC(NC(=O)c1ccccc1)c1ccc(N2CCCCCC2)c([N+](=O)[O-])c1 (stereo not drawn)	67.5	93.7	97.3	108.3
12	O=C(CSc1nc2ccccc2o1)N1CCCC1	102.0	108.6	108.4	104.1

item	LAP4 TOR yeast	Efflux pump inh	AGP1 TOR yeast	AHR activator
1	94.0	0.2	99.1	2.8
2	98.9	0.1	97.7	1.9
3	111.5	-0.1	100.7	2.8
4	92.4	0.1	136.3	-1.6
5	103.0	-0.3	102.5	4.7
6	90.6	-0.1	95.5	2.3
7	101.1	0.0	106.5	4.3
8	94.1	-0.1	101.5	-2.0
9	89.7	0.0	78.7	1.0
10	123.0	-0.1	89.3	4.8
11	109.3	0.0	77.1	1.2
12	107.9	0.4	100.2	3.1

item	smiles	CIT2 TOR yeast	MEP2-GFP yeast	RPL19A-GFP yeast	CR mimetic SO
13	c1nc2sc3c(c2c2nnnn12)CCCC3	101.3	100.5	98.0	108.3
14	Cc1ccc2nc(SCCCCOc3ccccc3)[nH]c2c1	80.4	101.5	95.5	97.3
15	Cc1ccc(-n2nnnc2SCC(=O)NCC2(N3CCCCC3)CCCCC2)c(C)c1	99.5	102.0	94.1	100.3
16	COc1ccccc1C(=O)CN1C(=O)NC2(CCc3ccccc32)C1=O (stereo not drawn)	103.9	109.8	106.1	101.5
17	CCOc1ccc(S(=O)(=O)Nc2ccc(C(=O)N3CCC3)cc2)cc1	105.3	93.3	92.2	102.4
18	CCS(=O)(=O)N(CC(=O)Nc1cccc2ccccc12)c1ccc(OC)cc1	87.8	97.1	94.1	80.0
19	CN(C)S(=O)(=O)c1ccc(N2CCCC2)c(C(=O)Nc2nc(-c3ccc(F)c(F)c3)cs2)c1	96.3	100.0	99.2	117.6
20	O=C(O)CCC(=O)Nc1ccc(-c2nnc(-c3ccco3)o2)cc1	87.6	93.3	95.0	109.5
21	CCCCn1c(-c2csc(CCC)c2)n[nH]c1=S	97.5	98.3	99.7	91.3
22	CN(C)NC(=S)NC1(C)CCS(=O)(=O)C1 (stereo not drawn)	89.6	92.9	89.6	108.2
23	Cc1ccc(Cl)cc1N1CCN(C(=O)C2CCN(S(C)(=O)=O)CC2)CC1	73.5[may fluoresce red]	89.5[may fluoresce red]	?	115.0
24	CCCOc1ccc(-c2c(C(=O)N/N=C(\C)c3ccncc3)nnn2-c2nonc2N)cc1	112.0	108.0	104.9	103.3

item	LAP4 TOR yeast	Efflux pump inh	AGP1 TOR yeast	AHR activator
13	90.7	0.2	92.1	11.5
14	104.5	0.3	88.7	13.2
15	94.9	0.0	95.8	-0.1
16	105.8	0.0	115.3	0.6
17	106.7	0.0	96.2	6.8
18	93.3	0.0	95.7	12.7
19	97.6	-0.2	104.3	5.5
20	95.4	0.0	98.8	3.7
21	104.5	-0.1	99.5	4.1
22	95.9	0.0	96.3	1.4
23	95.0[may fluoresce red]	0.2	77.6[may fluoresce red]	2.9
24	114.9	-0.2	120.7	3.4

item	smiles	CIT2 TOR yeast	MEP2-GFP yeast	RPL19A-GFP yeast	CR mimetic SO
25	CC1CN(c2nc3ccccc3nc2C(C#N)C(=O)NC2CCCCC2)CC(C)O1 (stereo not drawn)	104.4	99.5	97.6	98.3
26	CC1CCN(C(=O)CSc2nc3ccccc3c(=O)[nH]2)CC1	100.5	92.5	99.3	98.2
27	O=C(CCN1C(=O)C2CC=CCC2C1=O)Nc1cccc(S(=O)(=O)N2CCCCC2)c1 (stereo not drawn)	108.2	91.2	98.2	89.7
28	Cc1ccc(-n2nnc3c(=O)n(CC(=O)N4CCOCC4)cnc32)cc1	107.2	100.7	105.4	88.8
29	CC1CCN(C(=O)CCCC(=O)N2CCC(C)CC2)CC1	106.0	106.4	101.7	97.5
30	Cc1cc(NC(=O)CCN2C(=O)C3C4C=CC(C4)C3C2=O)ccc1Br (stereo not drawn)	115.0	105.2	117.8	103.4
31	CCCCn1c(-c2cccc(C)c2)nc2cc3[nH]c(=O)c(C(C)C)nc3cc21	83.9	98.6	103.3	104.7
32	C1CCC(Nc2nc3nonc3nc2N2CCSCC2)C1	100.7	101.4	98.7	88.8
33	O=C(/C=C/c1cccs1)c1cc(Br)ccc1OC(=O)N1CCOCC1	81.1	90.4	93.8	105.7
34	CN1C(=O)c2oc3ccccc3c(=O)c2C1c1cccnc1 (stereo not drawn)	96.5	99.2	100.2	112.8
35	O=C(N/N=C/c1cccs1)c1cccc2cc[nH]c12	98.3	103.2	98.9	93.8
36	Cc1cc(C)n(-c2nnc(C)n2NS(=O)(=O)c2ccc(F)cc2)n1	105.7	100.0	97.2	98.2

item	LAP4 TOR yeast	Efflux pump inh	AGP1 TOR yeast	AHR activator
25	103.8	0.0	101.5	5.3
26	94.5	-0.1	99.5	5.3
27	97.7	0.0	99.3	1.6
28	98.7	-0.1	107.6	-1.8
29	100.4	-0.1	105.6	-0.2
30	114.8	-0.1	112.8	3.9
31	102.6	0.1	90.8	11.0
32	91.8	0.4	93.5	1.5
33	97.8	0.3	81.0	52.9*
34	94.6	-0.1	102.1	0.9
35	110.4	-0.3	101.0	33.4
36	95.1	-0.1	98.8	0.5

Records listed above that bear a hit mark in AHR activator:
cpd	smiles	CIT2 TOR yeast	MEP2-GFP yeast	RPL19A-GFP yeast	LAP4 TOR yeast	Efflux pump inh	AGP1 TOR yeast	AHR activator
33	O=C(/C=C/c1cccs1)c1cc(Br)ccc1OC(=O)N1CCOCC1	81.1	90.4	93.8	97.8	0.3	81.0	52.9*

Next part
item	smiles	CIT2 TOR yeast	MEP2-GFP yeast	RPL19A-GFP yeast	CR mimetic SO
37	COC(=O)C1CCN(C(=O)c2ccc(Cl)c(S(=O)(=O)NCc3cccnc3)c2)CC1	92.0	96.6	94.4	97.3
38	Clc1cccc(Cl)c1-c1noc(-c2ccno2)n1	85.8	96.6	94.8	96.8
39	Cc1ccc(-n2ncc3c(=O)[nH]cnc32)c(C)c1	107.9	106.6	106.8	100.3
40	CCC1CCCCN1C(=O)CSc1nnc(-c2ccco2)o1 (stereo not drawn)	84.9	103.8	101.9	96.2
41	COc1ccc(N(C)S(=O)(=O)c2cccc(C(=O)Nc3ccc(-n4cnnn4)cc3)c2)cc1	104.2	105.0	99.0	96.8
42	COc1ccc(CNC(=O)CN(C)S(=O)(=O)c2ccccc2)cc1	98.2	94.1	96.6	109.9
43	COc1cccc(OC)c1C(=O)NCC12CC3CC(C1)CC(CNC(=O)c1c(OC)cccc1OC)(C3)C2	91.6	107.1	101.0	99.0
44	Cc1ccc(NS(=O)(=O)c2ccc(N3CCN(c4ccc(O)cc4)CC3)c([N+](=O)[O-])c2)c(C)c1	89.3	100.8	106.1	98.4
45	O=C(COC(=O)Cc1ccc(S(=O)(=O)N2CCCCC2)s1)Nc1ccc2c(c1)OCO2	90.6	97.9	90.4	97.8
46	COCCOc1cc(NC(=O)c2ccccc2)c(Cl)cc1Cl	99.1	103.4	94.5	97.4
47	C=CCn1c(O)c(N=NC(=O)c2cccnc2)c2cc(Br)ccc21	79.9	99.7	97.8	110.0
48	CC(C)Nc1nc(NC(C)C)nc(OCCOC(=O)c2ccccc2)n1	99.0	109.3	96.3	78.3

item	LAP4 TOR yeast	Efflux pump inh	AGP1 TOR yeast	AHR activator
37	92.5	0.1	95.8	0.6
38	103.1	0.0	93.0	0.8
39	103.1	0.1	109.1	-2.3
40	99.2	-0.1	103.5	16.8
41	92.7	-0.6	106.1	15.4
42	99.3	0.3	95.3	2.5
43	84.7	0.0	92.5	-1.2
44	95.8	0.4	93.8	1.9
45	95.0	0.1	93.8	6.3
46	107.7	-0.2	99.1	-0.5
47	99.6	0.0	87.0	22.7
48	99.5	0.0	94.4	0.0

Part of the list above in order of length of the SMILES, highest first.
item	smiles	CIT2 TOR yeast	MEP2-GFP yeast	RPL19A-GFP yeast	CR mimetic SO
41	COc1ccc(N(C)S(=O)(=O)c2cccc(C(=O)Nc3ccc(-n4cnnn4)cc3)c2)cc1	104.2	105.0	99.0	96.8
47	C=CCn1c(O)c(N=NC(=O)c2cccnc2)c2cc(Br)ccc21	79.9	99.7	97.8	110.0
48	CC(C)Nc1nc(NC(C)C)nc(OCCOC(=O)c2ccccc2)n1	99.0	109.3	96.3	78.3
39	Cc1ccc(-n2ncc3c(=O)[nH]cnc32)c(C)c1	107.9	106.6	106.8	100.3
40	CCC1CCCCN1C(=O)CSc1nnc(-c2ccco2)o1 (stereo not drawn)	84.9	103.8	101.9	96.2
38	Clc1cccc(Cl)c1-c1noc(-c2ccno2)n1	85.8	96.6	94.8	96.8

item	LAP4 TOR yeast	Efflux pump inh	AGP1 TOR yeast	AHR activator
41	92.7	-0.6	106.1	15.4
47	99.6	0.0	87.0	22.7
48	99.5	0.0	94.4	0.0
39	103.1	0.1	109.1	-2.3
40	99.2	-0.1	103.5	16.8
38	103.1	0.0	93.0	0.8

(listing goes on)
item	smiles	CIT2 TOR yeast	MEP2-GFP yeast	RPL19A-GFP yeast	CR mimetic SO
49	CCc1ccc(NC(=O)[C@H](NC(=O)[C@@H]2Cc3ccccc3CN2)c2ccccc2)cc1	98.3	106.8	101.5	108.8
50	O=C(/C=C/c1c(F)cccc1Cl)Nc1ncccn1	96.0	99.6	94.7	103.8
51	O=C(NCc1ccco1)c1nn(-c2ccccc2)c(=O)c2ccccc12	100.1	99.5	102.5	62.5*
52	CCOc1ccccc1OCCCC(=O)Nc1cc(S(=O)(=O)N2CCOCC2)ccc1OC	94.9	95.6	99.1	86.2
53	O=C(OCC#CCSc1nnc(-c2ccncc2)o1)c1cccs1	92.3	97.4	97.1	100.4
54	CN1CCN(c2nc(Nc3cccc(C(F)(F)F)c3)nc(N3CCOCC3)n2)CC1	96.3	108.7	99.4	116.1

item	LAP4 TOR yeast	Efflux pump inh	AGP1 TOR yeast	AHR activator
49	91.8	0.1	103.1	3.1
50	76.5	0.5	84.1	34.0
51	102.0	-0.1	97.8	5.1
52	89.6	0.0	100.2	0.5
53	101.3	-0.1	98.2	-1.3
54	99.4	0.4	98.0	1.9
